# Screening results deposited in PubChem BioAssay by National Center for Advancing Translational Sciences (NCATS).
# GAA inhib: qHTS Assay for Inhibitors of Human alpha-Glucosidase as a Potential Chaperone Treatment of Pompe Disease; AID 1466, 2008; Lysosomal alpha-glucosidase (Homo sapiens), P10253; 200,000 tested, 0.005% active; Potency, µM (doses to about 76.9 µM), for inactives: at the highest dose activity change, negative = inhibition, usual class: inhibitors; purified human GAA, 4-MU-alpha-glucoside fluorescence;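 note: plate controls were uninhibited enzyme wells for no effect and no-enzyme background for full effect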
#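 Endpoint fluorogenic read: 20 min room-temperature reaction of 4 nM human alpha-glucosidase with 400 uM 4-methylumbelliferyl-alpha-D-pyranoside, pH 5.0, quenched with 1M NaOH/1M glycine pH 10. AC50 from Hill modeling.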
# GoLoco inh red: qHTS Assay for Inhibitors of RGS12 GoLoco Motif Activity (Red Fluorophore) | Guanine nucleotide-binding protein G(i) subunit alpha-1 (Homo sapiens), P63096 | Gai1:RGS12 GoLoco peptide FP, rhodamine, 10 min | AID 880, 2007 | Potency, µM (titrated, usually from 61.6 µM), for inactives: top-dose activity, negative = inhibition, usual class: inhibitors | 230,000 tested, 0.44% active; active = well fitted inhibition curve with a large enough effect, not every such curve was filed as active; inactive = no such curve, though single readings can be large or run the other way; note: nearly all actives have a fitted effect of over 30% in size; many of its hits are not listed in these tables
# Target sequence (P63096 whole entry, looked up): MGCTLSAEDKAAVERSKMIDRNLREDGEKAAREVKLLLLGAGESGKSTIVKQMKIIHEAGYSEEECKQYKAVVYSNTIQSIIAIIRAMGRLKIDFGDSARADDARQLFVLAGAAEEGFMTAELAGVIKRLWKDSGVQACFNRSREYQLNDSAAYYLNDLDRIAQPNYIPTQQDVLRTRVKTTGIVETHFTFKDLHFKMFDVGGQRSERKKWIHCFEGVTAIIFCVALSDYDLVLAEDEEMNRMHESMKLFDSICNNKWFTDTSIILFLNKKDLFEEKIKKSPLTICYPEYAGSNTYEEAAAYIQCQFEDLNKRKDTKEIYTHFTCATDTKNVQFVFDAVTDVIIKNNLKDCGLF
# aGlu spleen mod: qHTS Assay for Inhibitors and Activators of Human alpha-Glucosidase From Spleen Homogenate | Lysosomal alpha-glucosidase (Homo sapiens), P10253 | human spleen homogenate, 4-MU-alpha-glucoside fluorescence | Potency, µM (highest dose often 79.9 µM), for the others: at the highest dose activity change, negative = inhibition, most hits filed as inhibitors | 240,000 tested, 0.006% active;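 note: 0% = enzyme with vehicle and -100% = no enzyme basal signal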
#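 Human spleen homogenate (1 ug) with 4-methylumbelliferyl-alpha-D-glucopyranoside (1 mM final) in 50 mM citrate/phosphate pH 5.0, 0.01% Tween-20; 40 min at 37 C. Stopped at pH 10; 4-MU fluorescence Ex 365/Em 440 nm; AC50 by Hill fit.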
# L3MBTL1 inh: qHTS Assay for the Inhibitors of L3MBTL1; Lethal(3)malignant brain tumor-like protein 1 (Homo sapiens), Q9Y468; AlphaScreen L3MBTL1–H3K9me1 peptide binding; Potency, µM (series often up to 57.1 µM), without a hit: top-dose activity, negative = inhibition, hits mostly inhibitors; 230,000 tested, 0.66% active; AID 485360, 2010; note: nearly all actives have a fitted effect of over 60% in size
#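 Read-out is AlphaScreen signal from streptavidin donor and nickel chelate acceptor beads (10 ug/mL final each) bridging L3MBTL1 (50 nM) and biotinylated K9-monomethylated H3(1-15) peptide (75 nM), after 30 min compound exposure at room temperature.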
# RECQ1 helicase: qHTS Assay for Inhibitors of RecQ-Like Dna Helicase 1 (RECQ1); Potency, µM (series often up to 57.3 µM), for inactives: at the highest dose activity, negative = inhibition, hits mostly inhibitors; 240,000 tested, 0.54% active; AID 2549, 2010; RECQ1 DNA unwinding, red fluorescence kinetic read; ATP-dependent DNA helicase Q1 (Homo sapiens), P46063;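 note: plate controls were vehicle for no effect and no enzyme for full effect; nearly all actives have a fitted effect of over 30% in size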
# Target sequence (P46063 whole entry, looked up): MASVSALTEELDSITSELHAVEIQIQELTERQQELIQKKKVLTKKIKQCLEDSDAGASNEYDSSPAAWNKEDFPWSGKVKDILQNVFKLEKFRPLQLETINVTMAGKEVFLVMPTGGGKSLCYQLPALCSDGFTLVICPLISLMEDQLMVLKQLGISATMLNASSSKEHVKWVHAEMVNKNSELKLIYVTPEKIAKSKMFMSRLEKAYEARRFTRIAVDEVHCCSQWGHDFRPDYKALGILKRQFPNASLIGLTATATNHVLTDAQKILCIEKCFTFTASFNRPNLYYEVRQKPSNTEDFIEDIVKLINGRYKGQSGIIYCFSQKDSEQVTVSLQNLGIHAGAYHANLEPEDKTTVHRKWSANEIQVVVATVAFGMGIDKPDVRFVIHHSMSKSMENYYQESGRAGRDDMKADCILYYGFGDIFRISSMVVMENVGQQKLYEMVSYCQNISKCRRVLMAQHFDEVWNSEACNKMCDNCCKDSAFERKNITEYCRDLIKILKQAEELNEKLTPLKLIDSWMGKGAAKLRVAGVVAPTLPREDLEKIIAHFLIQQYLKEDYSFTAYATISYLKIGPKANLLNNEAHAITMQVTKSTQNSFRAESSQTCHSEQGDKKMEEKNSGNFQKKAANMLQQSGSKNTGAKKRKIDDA
#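 RECQ1T1 50 nM; forked duplex (20 bp + 30-nt ss tails) 200 nM, ATP 2 mM final; pH 8.0, 2 mM MgCl2, 2.5 ug/ml poly(dI-dC); 15 min compound preincubation; discontinuous kinetic read over 2 h at RT.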
# TRb SRC2 PPI: qHTS for Inhibitors of the Interaction of Thyroid Hormone Receptor and Steroid Receptor Coregulator 2 | TRbeta-SRC2 peptide binding, fluorescence polarization; receptor liganded with 1 µM T3 | Potency, µM (highest dose often 106 µM), for the others: at the top dose activity change, negative = inhibition, most hits filed as inhibitors | 280,000 tested, 0.065% active | AID 1469, 2008;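 note: plate controls were bound peptide for no effect and peptide without receptor for full effect; nearly all actives have a fitted effect of over 50% in size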
#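 Fluorescence polarization of 20 nM Texas Red SRC2 peptide (20-aa NR interaction domain) bound to 0.6 uM human TRb ligand-binding domain, with 1 uM T3, after 5 hr at ambient temperature; inhibition seen as decreased polarization.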
# TexasRed fluor: Total Fluorescence Counterscreen for Inhibitors of the Interaction of Thyroid Hormone Receptor and Steroid Receptor Coregulator 2; 280,000 tested, 0.29% active; Potency, µM (doses to about 106 µM), without a hit: at the top dose fluorescence change, negative = quenching; TRb/SRC2 Texas Red total fluorescence interference; AID 1479, 2009; active = well fitted curve in either direction with a large enough effect; inconclusive = small, poorly fitted or top-dose-only effect
#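 Human TRb ligand-binding domain at 0.6 uM with 20 nM Texas Red SRC2 peptide in Tris buffer containing 1 uM T3 and 5% DMSO, incubated with compound 5 h at ambient temperature. Total fluorescence (555/632 nm) calculated as parallel + 2 × perpendicular.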
# GAA glycogen: qHTS Assay for Inhibitors and Activators of Human alpha-Glucosidase Cleavage of Glycogen; recombinant GAA, glycogen substrate, Amplex Red glucose oxidase fluorescence; Lysosomal alpha-glucosidase (Homo sapiens), P10253; Potency, µM (titrated, usually from 76.4 µM), for the others: at the top dose activity change, negative = inhibition, most hits filed as inhibitors; 300,000 tested, 0.38% active;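 note: 0% = full enzyme reaction and -100% = no-enzyme basal signal; the screen sought inhibitors and activators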
#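 qHTS, 1536-well; enzyme 4 nM final; cpd up to 77 uM; substrate bovine liver glycogen 30 ug; 50 mM citrate/phosphate pH 5.0, 0.01% Tween-20; 37 C, 40 min; Amplex Red detection 45 min RT; Hill fit → AC50.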
# * marks the source's active call; other numbers are inactive results; i = inactive; ? = inconclusive; . = no result given; [ ] = another dose, or the depositor's remark. Unless noted, calls come from the whole dose curve; as a rule, active = well fitted curve in the direction sought with a large enough effect; inconclusive = small, poorly fitted or top-dose-only effect, or another doubt; inactive = no such curve, though single readings can be large; an effect the other way counts as inactive or inconclusive. Unless noted, % is set by controls: 0 for no effect and ±100 for the full control effect; potency is the fitted concentration of half-maximal effect.
structure,L3MBTL1 inh,GAA glycogen,aGlu spleen mod,GoLoco inh red,GAA inhib,RECQ1 helicase,TRb SRC2 PPI,TexasRed fluor
Cc1onc(-c2c(Cl)cccc2Cl)c1C(=O)c1c[nH]c(C(=O)NCC2CCCO2)c1 (stereo unspecified),-28%,5%,-5%,2%,-2%,-14%,-1%,-6%
CC(C)C(=O)N1CCN(c2ccccc2N)CC1,-1%,-13%,-11%,0%,-7%[15.4 µM],-1%,8%,2%
CCN1C(=O)C(CC(=O)Nc2cccc(C(C)=O)c2)S/C1=N\c1ccccn1 (stereo unspecified),26%,1%,-1%,6%,0%,-5%,-7%,-7%
N#Cc1ccc(NC(=O)C2CC(c3ccc(F)cc3)=NO2)cc1 (stereo unspecified),-3%,3%,3%,6%,-2%,1%,-9%,-1%
O=C(NC1CCN(C(=O)N2CCOCC2)CC1)c1ccccc1,6%,10%,1%,3%,-6%,-10%,-5%,-7%
COc1ccccc1N1CCSC1C(N)=O (stereo unspecified),4%,-1%,-11%,1%,2%,i,-5%,-1%
C/C(=N\NC(=O)c1sccc1-n1cccc1)c1cccs1,9%,-2%,.,2%,-3%,0%,-1%,-1%
COc1ccc(OC)c(-n2c(-c3ccccc3)n[nH]c2=S)c1,.,-4%,1%,3%,-1%,-5%,-1%,-2%
COc1ccc(F)cc1S(=O)(=O)NC1CCCC1,.,3%,-14%,5%,-2%,-6%,-16%,-1%
COc1cc(NC(=O)c2ccc(NS(=O)(=O)c3c(C)noc3C)cc2)cc(OC)c1,12%,-3%,-3%,8%,3%,i,2%,-4%
COC(=O)c1ccc(OC(=O)CCN2C(=O)C3CCCCC3C2=O)cc1 (stereo unspecified),9%,-3%,5%,-4%,3%,-3%,-2%,0%
CCCc1nnc(NC(=O)Nc2ccc(OC)cc2)s1,.,0%,-8%,-8%,-4%,-20%,10%,0%
CNC(=O)c1ccccc1Sc1ccccc1C#N,3%,-5%,0%,4%,2%,-9%,4%,3%
CCOc1cc(NC(=O)c2ccccn2)c(OCC)cc1NC(=O)c1ccc(OC)cc1,-4%,21%,5%,13%,1%,i,1%,1%
CCCCn1c(SCC(=O)NC2CCS(=O)(=O)C2)nc2cc(S(N)(=O)=O)ccc21 (stereo unspecified),6%,10%,-4%,15%,-3%,-12%,-4%,0%
COc1ccccc1CNc1nc(-c2ccc(N(C)C)cc2)nc2ccccc12,.,.,1%,-37%,.,?,-2%,6%
CCCCOC(=O)c1ccc(O)cc1,10%,-1%,2%,-5%,2%,-5%,4%[201 µM],-3%[201 µM]
N/C(Cc1nc2ccccc2s1)=N\O,-1%,3%,-4%,27%,.,11%,5%,5%
O=C(COC(=O)c1ccccc1)Nc1ccccc1Sc1ccccc1,52%[activator],-2%,2%,-7%,-4%,-8%,-2%,3%
CCOC(=O)Cc1cc(-c2ccccc2)nc2ccc3ccccc3c12,33%[activator],0%,-1%,-15%,0%,-11%,-1%,-3%
CCOC(=O)/C=C(\C)Sc1cc(O)c2ccccc2c1O,?,-26%,3%,-35%,.,-21%,-4%,-1%
COC(=O)c1cnc(NNS(=O)(=O)c2ccc(C(F)(F)F)cc2)nc1C(F)(F)F,5%,?,-2%,2%,.,0%,3%,-1%
COc1ccc(C(=O)NCC(=O)OCC(=O)c2ccc3c(c2)OCCO3)cc1,.,11%,0%,5%,-3%,-6%,-11%,-2%
Cc1cccc(Nc2nc(N)nc(CCl)n2)c1,-24%,3%,2%,14%,.,-2%,8%,-2%
CC(C)(O)c1cn(-c2nonc2N)nn1,2%,3%,-2%,5%,6%,-3%,4%,-2%
Cc1ccc(Cn2nnc3c(=O)n(CC(=O)N4CCCc5ccccc54)cnc32)cc1,-6%,3%,0%,7%,-1%,i,-4%,0%
CCOc1cc(CNCc2cccs2)cc(Br)c1OC,12%,1%,-4%,-1%,-3%,-8%,2%,-4%
Fc1cccc(Nc2ncnc3sc4c(c23)CCC4)c1,19%,-7%,-6%,1%,0%,-2%,-1%,-3%
CC(C)Sc1nc2sc3c(c2c2nnc(SCC(=O)NCc4ccco4)n12)CCCC3,-4%,-8%,-6%,12%,2%,-6%,8%,1%
CCCCCC(=O)NC(=S)Nc1ccc(N2CCOCC2)cc1,-12%,0%,2%,-5%,-4%,4%,-9%,0%
CCC(=O)N1c2ccccc2NC2=C(C(=O)CCC2)C1c1ccco1 (stereo unspecified),.,2%,0%,20%,2%,-3%,9%,0%
CCN(CC)S(=O)(=O)c1cc(NC(=O)CSc2nccn2C)ccc1C,-6%,-8%,-11%,4%,-4%,4%,4%,0%
COc1ccc(C(c2sc3nc(C)nn3c2O)N2CCC(O)CC2)cc1OC (stereo unspecified),3%,1%,-2%,6%,-1%,-8%,-3%,2%
CC(C)C1Nc2ccc(S(N)(=O)=O)cc2C2C=CCC21 (stereo unspecified),-22%,-21%,-1%,102%[activator],-2%,0%,3%,5%
O=C(COC(=O)C1CCN(S(=O)(=O)c2ccc3c(c2)OCCO3)CC1)Nc1cccc2ccccc12,-2%,-7%,8%,-8%,?,-6%,8%,-1%
CN(C)C(=O)/C(=C\c1cccc(Oc2ccccc2)c1)NC(=O)c1ccccc1,4%,-9%,-12%,6%,-8%,-5%,2%,7%
COc1ccc(/C=N/NC(=O)c2cccnc2)cc1COc1ccc(NC(C)=O)cc1,1%,0%,0%,5%,.,4%,3%,-2%
COc1ccc(CN2CCN(S(=O)(=O)c3ccc(F)cc3)CC2)c(OC)c1OC,.,1%,-1%,-2%,-4%,-5%,6%,-4%
CN(C)S(=O)(=O)c1ccc2c(c1)C(CC(=O)O)OC2=O (stereo unspecified),0%,0%,-2%,-1%,-3%,-8%,4%,-6%
CS(=O)(=O)N(CC(=O)N1CCN(c2ccccc2F)CC1)c1ccc2c(c1)OCCO2,25%[11.4 µM],-1%,-12%,7%,-3%,i,9%,1%
CC1OC2(OC1C)C(=O)Nc1ccccc12 (stereo unspecified),.,2%,-7%,-4%,-1%,-1%,7%,2%
NC(=O)c1ccc2c(c1)S(=O)(=O)c1ccccc1C2=O,63%[activator],3%,4%,17%,.,-11%,-5%,-3%
CCOc1ccc(OCC)c(S(=O)(=O)NCCOC23CC4CC(CC(C4)C2)C3)c1,11%,6%,-3%,-23%,0%,-17%,7%,2%
CC1(C)CC(CC(=O)O)CC(C)(C)N1,.,7%,0%,-5%,-4%,-2%,3%,0%
CCCc1nc(NCc2ccccn2)c2nnn(Cc3ccccc3F)c2n1,6%,-4%,-4%,-4%,0%,11%,2%,0%
Cn1nc(C(F)(F)F)c(C(=O)Nc2ccc(Cl)cc2)c1Cl,14%,-6%,-7%,-6%,0%,i,-4%,-1%
COc1cc(NC(=O)CN2C(=O)NC(C)(c3ccc4ccccc4c3)C2=O)c(C)cc1[N+](=O)[O-] (stereo unspecified),-6%,-4%,2%,11%,?,-15%,4%,0%
CCCC[C@H](CN(N=O)[C@@H](Cc1ccccc1)CN(C)N=O)N(CCc1ccccc1)N=O,0%,-13%,7%,4%,.,-20%,0%,-3%

# Already shown: 2 of the compounds above.
structure,L3MBTL1 inh,GAA glycogen,aGlu spleen mod,GoLoco inh red,GAA inhib,RECQ1 helicase,TRb SRC2 PPI,TexasRed fluor
COc1ccc(/C=N/NC(=O)c2cccnc2)cc1COc1ccc(NC(C)=O)cc1,1%,0%,0%,5%,.,4%,3%,-2%
COc1ccc(CN2CCN(S(=O)(=O)c3ccc(F)cc3)CC2)c(OC)c1OC,.,1%,-1%,-2%,-4%,-5%,6%,-4%

# (continued)
structure,L3MBTL1 inh,GAA glycogen,aGlu spleen mod,GoLoco inh red,GAA inhib,RECQ1 helicase,TRb SRC2 PPI,TexasRed fluor
Cc1ccc(S(=O)(=O)N2CCN(C(=O)c3cccs3)CC2)cc1C,.,-3%,?,3%,-12%,6%,-6%,0%
CN(C)CCCNc1c2c(c(C#N)c3nc4ccccc4n13)CCC2,-10%,-4%,4%,5%,-4%,-15%,-5%,0%
N#C/C(=C\c1cn(CC(=O)N2CCCCC2)c2ccccc12)C(=O)NCc1ccc2c(c1)OCO2,-5%,0%,1%,23%,-6%,-3%,2%,1%
Cn1c(=O)c2c(nc(N3CCN(Cc4ccccc4)CC3)n2CCSc2ncccn2)n(C)c1=O,-2%,1%,-1%,8%,-8%,-8%,-1%,-5%
Oc1ccc(N=Cc2ccc(OCc3ccccc3)cc2)cc1,?,?,2%,-103%,-24%,?,40µM*,13%
COC(=O)CCCNC(=O)c1ccc2[nH]c(C)c(C)c2c1,-6%,-1%,-18%,6%,-4%,-4%,-11%,-1%
O=C(NCCc1c[nH]c2ccccc12)C1Cc2ccccc2CN1C(=O)c1ccco1 (stereo unspecified),-14%,-8%,5%,11%,-15%,-3%,0%,-3%
CCC(C)(C)NC(=O)CN(C(=O)CNS(=O)(=O)c1ccc(C)cc1)c1ccc2c(c1)OCCO2,-3%,-14%,-2%,1%,-3%,-16%,1%,-2%

# Not all compounds are listed. The share of hits here may be higher or lower than overall.
